AHR activator – activators of human aryl hydrocarbon receptor | P35869 | activation, % at 5 µM | 320,000 compounds, 2.5% hits | AID 2796 | AHR-responsive luciferase reporter cells, luminescence; in the data active = activation above about 47%;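 also: 0% = vehicle wells and 100% = reference agonist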
Target sequence (P35869 whole entry, looked up): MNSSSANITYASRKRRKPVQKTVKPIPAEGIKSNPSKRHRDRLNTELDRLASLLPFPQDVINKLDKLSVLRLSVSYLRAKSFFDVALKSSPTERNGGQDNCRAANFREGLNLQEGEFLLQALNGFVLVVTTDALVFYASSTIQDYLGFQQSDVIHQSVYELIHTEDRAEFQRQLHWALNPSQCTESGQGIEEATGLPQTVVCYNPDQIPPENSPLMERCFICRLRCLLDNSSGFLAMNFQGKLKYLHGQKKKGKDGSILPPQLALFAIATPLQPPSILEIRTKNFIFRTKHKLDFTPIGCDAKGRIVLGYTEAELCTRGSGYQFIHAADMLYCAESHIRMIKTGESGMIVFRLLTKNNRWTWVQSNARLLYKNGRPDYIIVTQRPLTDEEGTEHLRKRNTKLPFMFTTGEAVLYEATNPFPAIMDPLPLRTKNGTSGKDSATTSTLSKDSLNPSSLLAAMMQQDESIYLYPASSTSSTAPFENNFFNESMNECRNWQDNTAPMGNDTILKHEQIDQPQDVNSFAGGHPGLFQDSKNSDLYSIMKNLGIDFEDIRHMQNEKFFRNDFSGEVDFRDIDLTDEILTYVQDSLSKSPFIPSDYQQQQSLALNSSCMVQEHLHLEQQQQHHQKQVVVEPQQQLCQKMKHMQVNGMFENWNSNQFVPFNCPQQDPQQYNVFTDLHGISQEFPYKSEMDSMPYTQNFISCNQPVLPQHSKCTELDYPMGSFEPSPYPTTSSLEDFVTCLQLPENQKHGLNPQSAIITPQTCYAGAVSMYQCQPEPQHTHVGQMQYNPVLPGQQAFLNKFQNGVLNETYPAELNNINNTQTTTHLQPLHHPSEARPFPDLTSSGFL
Efflux pump mplx – blocks antifungal efflux pumps in multiplex yeast assay | S. cerevisiae Candida pump triplex, Nile Red efflux | inhibition, % at 10 µM | 330,000 compounds, 0.44% hits | AID 485275;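 active = plate passing quality check with inhibition over a set limit, or well fluorescence over plate mean plus 4 SD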;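 also: Nile Red retained in pooled yeast measured as flow cytometry median fluorescence; 0% = buffer negative control and 100% = Enniatin B positive control; higher means more Nile Red kept so more efflux inhibition; some compounds called inactive have numbers as strong as hits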
Yeast superoxide – caloric restriction mimetics inhibiting age-related superoxide in yeast; S. cerevisiae aged cells, superoxide DHE fluorescence; hits give low values; superoxide response (% of plate mean), % at 10 µM; 330,000 compounds, 0.18% hits; AID 2690;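 active = superoxide response under a set limit, about three screen SD below normal, cut at about 65% in these data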;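 also: yeast aged for seven days with compound at 30 °C before DHE staining; 100% = average MFI of all compound-treated wells on the plate with controls excluded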
MEP2 TOR yeast – alters MEP2-GFP fluorescence in TOR pathway yeast screen; S. cerevisiae MEP2-GFP strain, flow cytometry GFP, 3 h; 100% = DMSO control level; GFP response vs DMSO, % at 10 µM; 330,000 compounds, 0.51% hits;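 active = GFP response versus DMSO above a set limit, roughly screen mean plus 3 SD, cut at about 180% in these data; inconclusive = fewer than 70 cells counted for a yeast strain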;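 also: median GFP fluorescence of the barcode-gated MEP2-GFP cells per well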
CIT2-GFP yeast – yeast TOR pathway CIT2-GFP modulation. S. cerevisiae CIT2-GFP strain, flow cytometry, 3 h; 100 means same as DMSO wells. GFP response vs DMSO, % at 10 µM. 320,000 compounds, 0.065% hits. AID 2029;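 active = GFP response relative to DMSO above a set limit, near the screen mean plus 3 SD, cut at about 150% in these data; inconclusive = Fewer than 70 cells measured for a yeast strain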;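 also: ratio of well median GFP fluorescence to mean of DMSO wells on the plate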
LAP4 TOR yeast – modulators of TOR pathway LAP4-GFP in S. cerevisiae. S. cerevisiae LAP4-GFP multiplex, flow cytometry GFP, 3 h; median GFP as percent of DMSO wells. 320,000 compounds, 0.34% hits. AID 2023. GFP response vs DMSO, % at 10 µM;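 active = GFP response vs DMSO above a set limit, about the screen mean plus 3 SD, cut at about 150% in these data; inconclusive = under 70 cell events counted for the yeast strain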
AGP1 TOR yeast – yeast TOR pathway AGP1-GFP modulation | GFP response vs DMSO, % at 10 µM | AID 2066 | 320,000 compounds, 0.02% hits | S. cerevisiae AGP1-GFP multiplex flow cytometry, 3 h; GFP as percent of DMSO wells;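 active = GFP response relative to DMSO above a set limit, near screen average plus 3 SD, cut at about 150% in these data; inconclusive = fewer than 70 cells counted for the yeast strain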;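 also: median GFP channel fluorescence of the gated AGP1 strain per well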
RPL19A-GFP yeast – modulators of TOR pathway RPL19A-GFP in S. cerevisiae; 330,000 compounds, 0.3% hits; S. cerevisiae RPL19A-GFP strain, flow cytometry, 3 h; hits give low values; percent response vs DMSO, % at 10 µM; AID 2025;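 active = percent response vs DMSO below 50%; inconclusive = fewer than 70 events counted for the yeast strain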;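 also: median channel GFP fluorescence of the barcoded RPL19A-GFP strain; ratio of sample median GFP to plate DMSO average so 100% = DMSO; lower means less RPL19A-GFP as with rapamycin TOR inhibition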
Numbers without * were called inactive; ? = inconclusive; nt = not tested or not shown; [ ] = dose if it differs, or a comment.

SMILES	AHR activator	Efflux pump mplx	Yeast superoxide	MEP2 TOR yeast	CIT2-GFP yeast	LAP4 TOR yeast	AGP1 TOR yeast	RPL19A-GFP yeast
CSCC[C@H](NC(=O)OC(C)(C)C)C(=O)N1CCC(C(=O)N[C@H](C(=O)O)C(C)C)CC1	0	0.1	95	111	99	108	101	102
O=C(NCC(c1cccs1)N1CCOCC1)c1ccc(OCc2ccccc2)cc1 (configuration not stated)	-1	0.0	96	99	97	101	105	102
CCC/C=C1/CCCOC(C(=O)NCc2ccc(C)o2)(C(F)(F)F)C1 (configuration not stated)	4	0.2	122	91	83	101	94	94
Cc1ccccc1Cn1ccc(NC(=O)c2nc3ncccn3n2)n1	2	0.1	88	88[may fluoresce violet]	?	84[may fluoresce violet]	88[may fluoresce violet]	87[may fluoresce violet]
Cc1ccc(CNC(=O)Cn2cncn2)cc1	-2	0.0	106	100	98	91	104	102
COc1cccc(C2CC(c3ccccc3Cl)n3ncnc3N2)c1 (configuration not stated)	1	0.0	94	91	89	90	90	90
CC(=O)N(/N=C1\Sc2ccccc2C1=O)c1ccc(C)cc1C	38	-0.2	97	95	102	95	97	100
COC(=O)COc1ccc(S(=O)(=O)NCC2CCCO2)cc1Cl (configuration not stated)	13	-0.1	97	96	100	97	98	98
Cc1cccc(-c2nnc(SCC(=O)N3c4ccccc4CCc4ccccc43)n2C)c1	-1	1.0	109	104	111	95	106	107
Cc1ccc2[nH]c3c(NCc4ccco4)ncnc3c2c1	57*	-0.5	81	101	104	96	100	nt
CCOc1ccc(C(=O)N2CCc3ccccc32)cc1	3	-0.1	93	107	103	100	100	105
CCOC(=O)c1c(N)sc(C(=O)Nc2ccccc2F)c1C	18	0.0	94	103	93	122	87	95
CCOC(=O)c1c(CSc2cccs2)n(C)c2cc(Br)c(O)c(CN(C)C)c12	4	0.0	94	90	91	94	92	94
Clc1ccc(-n2nnc(-c3cccnc3Cl)n2)cn1	-12	-0.1	94	91	93	97	83	99
COc1cccc(C2/C(=C(/O)c3ccc(C)cc3)C(=O)C(=O)N2Cc2ccco2)c1 (configuration not stated)	3	-0.1	121	99	92	95	101	103
CC(=O)c1ccc(NC(=O)CSc2nnc(NC(=O)C3CC3)s2)cc1	1	-0.1	95	92	95	96	99	95
COc1ccccc1N1CCN(C(=S)Nc2ccc(F)cc2)CC1	-4	0.2	106	98	98	86	97	106
Cc1cc(C)n2nc(SCc3cccc(F)c3)nc2n1	-3	0.1	87	104	91	94	91	96
COC(=O)Nc1c(C(=O)OC)cc(OC)c(OC)c1OC	0	-0.1	82	94	98	94	91	91
O=C(O)c1cccc(Oc2ccccc2[N+](=O)[O-])c1	-3	-0.2	90	88	97	97	92	102
CC(C)(C)NC(=O)Cn1c(=O)c(=O)n(Cc2ccccc2)c2ccc(Cl)cc21	1	0.0	106	86	116	92	95	106
O=S(=O)(Cc1ccccc1Cl)NCCOc1ccccc1	-3	0.1	104	100	101	94	99	99
CCNCC(=O)N1c2ccccc2CCc2ccc(NC(=O)OCC)cc21	2	0.1	125	103	103	95	96	100
CC(C)NS(=O)(=O)c1ccc(OCC(=O)NC(C)c2ccccc2)cc1 (configuration not stated)	0	-0.1	93	99	107	96	103	96
Fc1ccc(NC(=S)NCc2ccccc2Cl)cc1	-4	-0.2	82	101	90	113	117	100
COCCOC(=O)c1c(NC(=O)CN2CCCc3ccccc32)sc(C(N)=O)c1C	21	0.2	96	117	112	118	116	118
COC(=O)c1scc(C)c1NC(=O)/C=C/C(=O)O	-1	0.2	98	84	106	101	106	95
COc1ccccc1CCC(=O)Nc1nccs1	14	0.0	119	99	105	98	102	101
COCCNC(=O)/C(C#N)=C/c1cc(C)n(C2CCCCC2)c1C	9	0.0	94	88	94	92	97	93
Cc1ccc(N=CC=C2OC(C)(C)C(C)(C)O2)cc1	3	1.9	101	102	94	96	98	103
CCOc1ccc(CCNC(=O)CCc2nc3ccccc3[nH]2)cc1OCC	4	0.0	105	101	98	101	100	97
C#CC[N+](C)(C)C(C#Cc1ccccc1)CC=C (configuration not stated)	0	0.0	101	98	108	99	107	102
CCOc1ccc(-c2nc(CN(Cc3ccccc3)C[C@@H]3CCC(=O)N3)c(C)o2)cc1	14	0.1	113	96	101	98	102	100
COc1ccc(-n2c(C)c(C(C)=O)c(C(C)=O)c2C)cc1OC	-1	0.1	99	90	85	89	90	91
Cc1ccsc1S(=O)(=O)N1CCCC(CCC(=O)NCc2ccccc2F)C1 (configuration not stated)	0	0.0	99	80	88	107	86	96
Cc1cccc(C(=O)NCC(=O)NCC2COc3ccccc3O2)c1 (configuration not stated)	2	0.1	95	96	103	112	112	104
CS(=O)(=O)N(CC(=O)Nc1ccc(F)cc1F)c1cccc([N+](=O)[O-])c1	0	-0.1	105	98	87	100	98	94
COc1ccc2c(c1OC)C(=O)N(c1ccccn1)C2	52*	-0.1	88	139	113	102	88	92
CCOC(=O)C(NC(=O)c1ccccc1)(OCC1(CC)COC1)C(F)(F)F (configuration not stated)	-3	-0.4	98	102	102	101	102	96
C/C(=N\Nc1nc(-c2ccc(C)cc2C)cs1)c1cc2ccccc2oc1=O	28	-0.2	108	102	101	93	94	97
O=C(O)C(Oc1ccc2c(c1)oc(=O)c1ccccc12)c1ccccc1 (configuration not stated)	1	-0.1	97	100	106	87	97	101
CCC(CC)NC(=O)c1oc2ccccc2c1COc1ccccc1	2	0.1	97	95	86	91	89	93
CCOC(=O)c1c(N)sn(-c2ccccc2)c1=S	5	0.0	104	101	98	108	99	93
CCOc1ccc(NC(=O)CN2C(=O)C3CCCN3C2=O)cc1 (configuration not stated)	7	-0.3	97	102	106	99	103	98
N#C/C(=C\c1ccc(O)c(O)c1)S(=O)(=O)c1ccccc1	2	0.1	97	108	103	109	103	101
CCCCn1c(=O)nc2n(-c3ccccc3C)c3ccccc3cc-2c1=O	3	0.1	101	104	95	99	97	103
CC(C)CCNC(=O)C1CCN(C(=O)N(C)C)CC1	-1	0.0	86	103	103	101	101	97
O=C(CSc1nc2ccccc2nc1N1CCOCC1)N1CCN(c2ccccc2)CC1	2	0.0	103	90	108	126	100	97

Some entries already given, reduced to Efflux pump mplx and RPL19A-GFP yeast.
| molecule | Efflux pump mplx | RPL19A-GFP yeast |
| --- | --- | --- |
| CCOC(=O)C(NC(=O)c1ccccc1)(OCC1(CC)COC1)C(F)(F)F (configuration not stated) | -0.4 | 96 |
| C/C(=N\Nc1nc(-c2ccc(C)cc2C)cs1)c1cc2ccccc2oc1=O | -0.2 | 97 |

Next entries follow.
SMILES	AHR activator	Efflux pump mplx	Yeast superoxide	MEP2 TOR yeast	CIT2-GFP yeast	LAP4 TOR yeast	AGP1 TOR yeast	RPL19A-GFP yeast
Cc1cc(NS(=O)(=O)c2ccc(NC(=O)CSc3nc4sc(C(=O)O)c(C)c4c(=O)[nH]3)cc2)no1	-2	0.0	94	95	97	97	99	94
CC1Cc2ccccc2N1C(=O)C1CCCN(S(=O)(=O)c2cccc3nsnc23)C1 (configuration not stated)	4	0.0	100	104	94	95	94	95
CCCC(=O)Nc1cccc(NC(=O)c2ccc3c(c2)OCCO3)c1	8	-0.1	100	99	99	93	101	99
CCC(C)Sc1cccc(-c2nc3cnccn3c2NC2CCCCC2)c1 (configuration not stated)	24	0.3	121	93	90	106	93	98
CN(CC(=O)Nc1ccc(Cl)c(Cl)c1)C1CCCCC1	nt	0.3	98	80[may fluoresce red and violet]	?	87[may fluoresce red and violet]	99[may fluoresce red and violet]	?
O=S1(=O)N=C2CCCN2C(c2ccc(F)cc2)N1 (configuration not stated)	-4	0.2	102	106	96	101	105	102
CCOc1cccc2sc(=NC(=O)CCS(=O)(=O)c3ccccc3)n(CC)c12	0	-0.1	109	100	100	115	102	100
Cc1cc(F)ccc1S(=O)(=O)N1CCCOC1CNC(=O)C(=O)NCc1ccc2c(c1)OCO2 (configuration not stated)	4	0.0	100	106	105	97	99	101
C[C@@H]1C=C(C(=O)N2CCN(Cc3ccccc3)CC2)O[C@H](OCc2ccc(CO)cc2)C1	-1	-0.1	96	88	88	111	73	85
COC(=O)C1=NNC2(c3ccc(C)cc3)C(=O)N(c3ccc(C)cc3)C(=O)C12 (configuration not stated)	1	0.1	101	115	106	104	115	109
O=C(c1ccccc1)N1CCN(Cc2ccccc2Br)CC1	2	-0.1	94	96	94	92	99	99
COCCN1CCN(C(=O)c2ccc3nc(Cc4ccc(OC)c(OC)c4)oc3c2)CC1	-5	-0.3	96	109	98	102	98	117
CC(=O)c1c(C(C)=O)c(C)n(-c2cccc([N+](=O)[O-])c2)c1C	-5	-0.4	113	105	103	97	99	97
O=C(O)c1ccc2c(c1Nc1ccccc1)C(=O)c1ccccc1C2=O	22	0.0	134	100	96	93	88	104
CCOc1ccc(-c2cc(C(=O)O)c3ccccc3n2)c(OCC)c1	4	0.0	104	108	102	102	101	101
CCOC(=O)N1CCN(C(=O)c2ccc(Cn3c(=S)[nH]c4cc(OCC)c(OCC)cc4c3=O)cc2)CC1	-2	-0.3	101	105	105	97	108	102
COc1ccc(N2CC(NC(=O)NCC(C)C)CC2=O)cc1 (configuration not stated)	0	-0.2	77	99	110	106	108	107
CC(C)(C)c1ccc(Cn2cnc(-c3ccc([N+](=O)[O-])cc3)c2)cc1	5	0.0	106	93	84	103	88	93
Cc1cc(Cn2nc(-c3ccccc3C)cc2C(=O)O)on1	0	-0.2	104	91	97	79	66	96
Cc1ccc(CNC(=O)CNC(=O)c2ccc(C(C)(C)C)cc2)n1C	2	-0.9	99	97	99	92	91	96
Nc1ncnc(Sc2ccc(Cl)cc2)c1[N+](=O)[O-]	0	0.0	92	99	102	99	100	98
C[C@@H](NC(=O)c1nc[nH]c1C(=O)NCC(=O)OCc1ccccc1)c1ccccc1	1	0.0	97	99	68	128	79	94
Cc1ccc(-n2ncc3c2CC(C)(C)CC3NC(=O)C2CCOCC2)cc1 (configuration not stated)	1	0.1	95	119	110	109	110	106
COC(Cc1n[nH]c(=S)n1-c1ccc(Cl)cc1)OC	2	0.0	92	104	99	110	109	106
O=C(COC(=O)c1ccc(F)c([N+](=O)[O-])c1)NC(=O)NCc1ccccc1	-2	-0.1	99	97	106	105	105	108
CSc1ccccc1NC(=O)CN(C)C(=O)/C=C/c1ccccc1	0	0.0	116	92	85	101	98	94
O=C(CSc1nc2c(c(=O)n1-c1ccc(Cl)cc1)SCC2)N1CCCC1	1	-0.1	102	105	100	99	107	106
COc1cc(NC(=O)C(F)(F)F)cc(OC)c1	1	0.0	93	114	96	102	102	98
Cc1cc(NS(=O)(=O)c2ccc(NC(=O)/C=C/c3c(F)cccc3Cl)cc2)nc(C)n1	-3	-0.7	96	102	107	105	102	102
CCC1CCCCN1S(=O)(=O)c1ccccc1 (configuration not stated)	0	0.1	107	105	98	88	102	105
Cc1c(N(C(=O)c2ccccn2)C2(C(=O)NC3CCCC3)CCCCC2)c(=O)n(-c2ccccc2)n1C	2	0.0	100	93	106	97	101	97
Cc1[nH]c(=O)[nH]c(=O)c1S(=O)(=O)N1CCCC(C(=O)N2CCN(c3cccc(C(F)(F)F)c3)CC2)C1 (configuration not stated)	-1	-0.1	92	97	94	96	96	96
CCOc1ccc(CCNC(=O)Cn2nc(C)c3c(C)n(-c4ccccc4)nc3c2=O)cc1	2	0.3	95	103	107	102	106	100
CCC(=O)N1CCc2cc(OC)c(OC)cc2C1COc1ccc(C(=O)OC)cc1 (configuration not stated)	11	-0.1	97	103	98	104	98	95
